Lung fibro prol: blocks proliferation of human lung fibroblasts. actives 1.1% (n = 85,000). LL 47 human lung fibroblast viability, ATP luminescence; stronger effect = lower value. AID 719. viability, % at 10 µM;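 active means viability at or below 50% in the single dose screen; inactive means viability above 50%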;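 further: compound exposure lasted 72 h before the ATP readout; 100% = median luminescence of untreated cell-only wells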
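Signal: luminescent ATP detection, CellTiter-Glo; assay system: LL 47 human lung fibroblasts; input: 1,150 cells/well; incubation: overnight cell rest, 72 h compound treatment at 37 °C; measure: % viability versus median cells-only luminescence; medium: IMEM growth medium with 15% fetal bovine serum; dosing: compound addition at 0.1% DMSO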
ERa coact pot: enhances coactivator binding to human estrogen receptor alpha; P03372; TR-FRET ERalpha-LBD/SRC-Cy5 coactivator binding, 2 h; 100 = basal binding, no effect; coactivator binding (% of control), % at 25.6 µM; actives 1.3% (n = 86,000); AID 639; in the data active means activity above about 200%;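 further: binding measured in presence of low estradiol as agonist stimulus; 0% = peptide alone without receptor and 100% = receptor with peptide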
Target sequence (P03372 whole entry, looked up, the tested form may be a part): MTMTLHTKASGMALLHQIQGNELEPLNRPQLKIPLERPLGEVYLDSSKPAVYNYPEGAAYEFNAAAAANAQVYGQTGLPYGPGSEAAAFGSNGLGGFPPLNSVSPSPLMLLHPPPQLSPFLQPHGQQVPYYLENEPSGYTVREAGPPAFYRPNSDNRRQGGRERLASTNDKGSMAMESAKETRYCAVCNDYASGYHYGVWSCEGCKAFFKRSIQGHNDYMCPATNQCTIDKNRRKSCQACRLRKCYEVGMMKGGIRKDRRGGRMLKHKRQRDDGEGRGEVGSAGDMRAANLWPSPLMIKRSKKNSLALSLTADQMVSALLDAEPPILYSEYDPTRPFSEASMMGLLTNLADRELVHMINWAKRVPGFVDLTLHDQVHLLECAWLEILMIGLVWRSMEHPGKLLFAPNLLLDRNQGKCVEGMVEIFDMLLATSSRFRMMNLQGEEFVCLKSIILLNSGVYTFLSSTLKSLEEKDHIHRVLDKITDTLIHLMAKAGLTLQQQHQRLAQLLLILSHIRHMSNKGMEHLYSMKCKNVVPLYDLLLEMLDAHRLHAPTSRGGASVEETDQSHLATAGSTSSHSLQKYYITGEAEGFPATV
CD11b adhes inh: inhibitors of human CD11b/CD18 binding to fibrinogen; AID 1497; K562 CD11b/CD18 adhesion to fibrinogen, ATPlite luminescence; Mn2+ added to activate the integrin; P05107+P11215; actives 0.54% (n = 93,000); inhibition, % at 10 µM;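 active means primary inhibition of 50% or more at 10 µM, then 40% or more on retest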; further: some results filed as inactive read as strong as hits
H69AR inhibit: growth inhibitors of human H69AR lung tumor cells; viability, % at 10 µM; AID 598; H69AR lung tumor viability, ATP luminescence, 72 h; stronger effect = lower value; actives 6% (n = 85,000);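 active means viability at or below 40%; inactive means viability above 40%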;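 further: multidrug resistant small cell line overexpressing MRP-1 efflux transporter; 100% = mean luminescence of untreated control wells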
CYP2C19 inh: inhibitors of human CYP2C19. actives 21% (n = 96,000). inhibition, % at 5 µM. CYP2C19 Supersomes, luciferin-H EGE luminescence, 30 min;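 active means CYP2C19 inhibition above a set limit at 5 µM in the primary screen, cut at about 50% in these data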;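 further: plate controls were negative control wells for no effect and 2.5 mM tranylcypromine positive control for full effect; values of inactives mirror those of a sister screen read the other way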
Target sequence (P33261 whole entry, looked up): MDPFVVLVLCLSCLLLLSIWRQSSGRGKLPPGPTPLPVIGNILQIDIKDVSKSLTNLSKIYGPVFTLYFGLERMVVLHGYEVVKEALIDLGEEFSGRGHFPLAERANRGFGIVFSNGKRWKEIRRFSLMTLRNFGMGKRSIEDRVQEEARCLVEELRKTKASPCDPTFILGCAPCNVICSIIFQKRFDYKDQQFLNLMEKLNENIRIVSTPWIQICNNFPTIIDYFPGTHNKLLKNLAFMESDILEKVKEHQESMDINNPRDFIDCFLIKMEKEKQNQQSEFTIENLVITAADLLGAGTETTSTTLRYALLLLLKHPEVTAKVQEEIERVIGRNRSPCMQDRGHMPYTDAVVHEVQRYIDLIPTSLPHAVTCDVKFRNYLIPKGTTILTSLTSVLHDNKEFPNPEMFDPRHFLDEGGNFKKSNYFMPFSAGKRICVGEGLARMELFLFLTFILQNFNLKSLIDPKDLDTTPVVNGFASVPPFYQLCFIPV
Mac1 fbg enh: enhancers of human CD11b/CD18 binding to fibrinogen. actives 0.07% (n = 93,000). AID 1499. P05107+P11215. activation, % at 10 µM. K562 CD11b/CD18 adhesion to fibrinogen, ATPlite luminescence;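 active means 10 µM primary screen giving 50% or more activity, confirmed by 40% or more on retest at that dose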; further: strong numbers were not always called active
CYP2C19 act: activators of human cytochrome P450 2C19; P33261; recombinant CYP2C19, luciferin-H EGE luminescence; stronger effect = higher value; 0 = fully inhibited enzyme, 1 = untreated enzyme; activation factor at 5 µM; 96,000 tested, under 10 active; AID 1025;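 active means activation factor of at least 2 at 5 µM in the primary screen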;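 further: 0 = wells with 2.5 mM tranylcypromine and 1 = vehicle-only wells; values of inactives mirror those of a sister screen read the other way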
HUVEC inhibit: blocks proliferation of human endothelial cells; viability, % at 10 µM (by protocol); AID 648; actives 1.1% (n = 86,000); HUVEC proliferation, CellTiter-Glo luminescence, 72 h; stronger effect = lower value;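 active means viability at or below 30%; inactive means viability above 30%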;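 further: 100% = median luminescence of DMSO-only cell control wells on each plate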
ERa coact inh: ER-alpha (human) coactivator binding inhibition; TR-FRET ER-alpha LBD / SRC-1 peptide, estradiol-bound; actives 1.7% (n = 86,000); AID 629; P03372; inhibition, % at 25.6 µM; in the data active means inhibition above about 50%;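 further: 0% = receptor plus peptide control and 100% = peptide only without receptor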
* marks the source's active call; other numbers are inactive results; nt = no result given; [ ] = remark or other dose.

SMILES	Lung fibro prol	ERa coact pot	CD11b adhes inh	H69AR inhibit	CYP2C19 inh	Mac1 fbg enh	CYP2C19 act	HUVEC inhibit	ERa coact inh
CC1(C)CC(=O)c2cc(C(=O)O)c(=O)n(-c3ccccc3)c2C1	102	99	14	102	-16	-5	1.2	101	-11
CCOC(=O)CN1C(=O)C(O)(c2c(C)[nH]c3ccccc23)c2ccccc21 (stereo not drawn)	99	89	-5	72	99*	21	0	95	4
CCOC(=O)c1cnn(CCOC(=O)c2cccs2)c1NC(=O)c1cccs1	100	133	10	87	75*	2	0.2	100	4[fluorescence artefact?]
C=CCSc1ncccc1C(=O)O	103	97	-18	90	7	3	0.9	95	11
CCn1nnnc1SCC(=O)Nc1sc(C)c(C)c1C#N	101	98	3	92	19	-5	0.8	106	6
Cn1c(=O)c2c(ncn2CC(COCc2ccc(Cl)cc2)OCc2ccc(Cl)cc2)n(C)c1=O (stereo not drawn)	97	113[fluorescence artefact?]	3	35*	-3	2	1	81	8[fluorescence artefact?]
O=c1[nH]c2cc3c(cc2cc1CN(CC1CCCO1)S(=O)(=O)c1ccc(Cl)cc1)OCCO3 (stereo not drawn)	95	145[fluorescence artefact?]	-4	12*	-17	0	1.2	74	26[fluorescence artefact?]
CCOC(=O)N1CCC(N2CC34C=CC(O3)C(C(=O)O)C4C2=O)CC1 (stereo not drawn)	105	123[fluorescence artefact?]	12	96	-4	-2	1	101	-4
CC(=O)Nc1cccc2c1C(=O)NC2=O	100	109	0	89	-4	-6	1	108	-1[fluorescence artefact?]
Cn1c(=O)[nH]c(=O)c2c1nc(N1CCN(CCO)CC1)n2CCSc1nc2ccccc2s1	94	110	3	83	-15	-2	1.2	106	-10
Nc1cc(=O)nc(SCC(=O)NCc2ccccc2)n1CCc1ccccc1	99	90	-8	92	-14	-2	1.1	90	1
COc1ccccc1CN(C)C(=O)C1COc2ccccc2O1 (stereo not drawn)	99	124	3	93	98*	-2	0	93	-4
Cc1c(N(C(=O)c2cc(=O)[nH]c3ccccc23)C(C)C)c(=O)n(-c2ccccc2)n1C	100	113	4	81	13	0	0.9	89	-4
Cc1cc(C)c(NC(=O)COc2ccccc2C(=O)Nc2ccc3c(c2)oc2ccccc23)c(C)c1	47*	113[fluorescence artefact?]	-24	26*	37	17	0.6	82	-5[fluorescence artefact?]
Cc1cc(=O)[nH]c(SCC(=O)c2ccc(C(C)C)cc2)n1	nt	nt	7	nt	34	4	0.7	nt	nt

The last 3 entries of the part above lead into the next.
SMILES	Lung fibro prol	ERa coact pot	CD11b adhes inh	H69AR inhibit	CYP2C19 inh	Mac1 fbg enh	CYP2C19 act	HUVEC inhibit	ERa coact inh
Cc1c(N(C(=O)c2cc(=O)[nH]c3ccccc23)C(C)C)c(=O)n(-c2ccccc2)n1C	100	113	4	81	13	0	0.9	89	-4
Cc1cc(C)c(NC(=O)COc2ccccc2C(=O)Nc2ccc3c(c2)oc2ccccc23)c(C)c1	47*	113[fluorescence artefact?]	-24	26*	37	17	0.6	82	-5[fluorescence artefact?]
Cc1cc(=O)[nH]c(SCC(=O)c2ccc(C(C)C)cc2)n1	nt	nt	7	nt	34	4	0.7	nt	nt
CC(=O)N1CCc2cc(S(=O)(=O)CCC(=O)NCc3ccc4c(c3)OCO4)ccc21	101	121	nt	95	45	nt	0.6	102	4
CC1=C(SCCC#N)S/C(=C2\SC(C)=C(SCCC#N)S2)S1	100	43[fluorescence artefact?]	-5	26*	-4	48	1	19*	81*
O=C(Nc1ccccc1)N(Cc1ccccc1)Cc1ccccc1	92	109	12	87	3	-3	1	97	-5
CSC1=NCCN1C(=O)c1ccc(S(=O)(=O)N2CCCC2)cc1	98	143[fluorescence artefact?]	0	100	-6	-4	1.1	94	-5
c1ccc(Cn2nnnc2C(c2cccnc2)N2CCN(C3CCCCC3)CC2)cc1 (stereo not drawn)	97	112	-2	nt	-12	-2	1.1	89	3
Oc1cccc(C(=S)N2CCN(Cc3ccccc3)CC2)c1	101	82	-6	100	100*	-3	0	92	-13[fluorescence artefact?]
COC(=O)c1ccc(Cl)c(NC(=O)CN2CCN(C)CC2)c1	88	93	-1	89	-3	-2	1	80	13
CCC(C)NC(=O)CCCc1ccccc1 (stereo not drawn)	106	96[fluorescence artefact?]	-4	86	58*	-1	0.4	95	-12
CCCc1[nH]nc2c1C(c1cn[nH]c1-c1ccc(F)cc1)C(C#N)=C(N)O2 (stereo not drawn)	75	90	24	32*	nt	3	nt	74	2
CCOC(=O)c1c(C)n(C)c2c(C)cc(O)c(OC(=O)CC)c12	101	116	-6	86	4	0	1	110	-9
CN(C)C(=O)N1CCC(C(=O)NCc2ccccc2)CC1	99	93	-7	92	0	2	1	93	-23[fluorescence artefact?]
CC(=O)c1ccc(NC(=O)CSc2nnc(NC(=O)CN3CCOCC3)s2)cc1	91	108	-17	88	6	3	0.9	92	7
O=C(O)CCC(=O)N1CC=C(c2ccccc2)CC1	102	103	-1	92	12	-1	0.9	101	7[fluorescence artefact?]
O=C1OCCN1CCN(CN1C(=O)CCC1=O)CN1C(=O)CCC1=O	97	131	-5	102	-5	-4	1.1	93	4
CCOc1ccccc1N1CCN(C(=O)Nc2ccc(F)c(Cl)c2)CC1	101	134	10	86	24	0	0.8	95	5
Cc1ccnc(NC(=O)c2ccc(COc3ccc(Cl)cc3)o2)c1	109	95	17	104	8	1	0.9	101	21
Cc1oc(-c2ccccc2F)nc1CN1CCC(C(=O)NC2CCCc3ccccc32)CC1 (stereo not drawn)	nt	nt	-3	nt	3	-2	1	nt	nt
CC(C)NS(=O)(=O)c1ccc(OCC(=O)N2CCCC2)c(Cl)c1	103	95[fluorescence artefact?]	-10	96	12	-3	0.9	106	-2
Cc1cc(C(F)F)nn1CC(=O)N1CCSCC1	102	124	nt	95	nt	nt	nt	101	-1
O=C(Nc1cccc2ccccc12)C1CCN(C(=O)Cc2ccccc2)CC1	97	86	nt	97	nt	nt	nt	97	0
CCOC(=O)c1ccc(N2C(=O)CC(C(=O)OC)=C2C)cc1	99	113	2	80	-7	5	1.1	94	-9[fluorescence artefact?]
CCn1c(CCNC(=O)c2cccs2)nnc1SCC(=O)Nc1ccc(Cl)cc1	101	104	nt	84	nt	nt	nt	82	1
Cc1ccc(OCCC(=O)OCC(=O)N2c3ccccc3CC2C)cc1 (stereo not drawn)	96	118	-7	80	4	-1	1	91	-4
COCC(C)N=Cc1c(O)[nH]c2ccccc12 (stereo not drawn)	97	74	-43	80	15	0	0.8	90	12
Cc1cc(C(F)F)n2nc(C(=O)Nc3sc4c(c3C#N)CCC(C)C4)nc2n1 (stereo not drawn)	95	101	nt	102	-7	nt	1.1	87	-9
CC1CCCCN1C(=O)Cn1nnc(-c2cccnc2)n1 (stereo not drawn)	109	115	nt	96	nt	nt	nt	103	-8
Cn1cnnc1SCC(=O)c1ccc2c(c1)OCO2	97	85	-15	101	0	-3	1	89	19
CCCN(CC1CC1)C(=O)CSc1ncnc2sc(C)c(C)c12	98	99	3	80	92*	1	0.1	92	-2
Cc1cc2nn(-c3ccccc3)nc2cc1NC(=O)c1cccs1	91	102	27	61	-9	-1	1.1	86	-8
Cc1nc2c(C(=O)N3CCCCC3)cnn2c(C)c1Cc1ccccc1F	100	120	24	nt	79*	-2	0.2	111	0
CCOc1ccc(NC(=O)CSc2nnc(C)n2CCCOC)cc1	99	112	-10	107	27	-2	0.7	88	-2
CCOC(=O)Cn1nc(-c2ccccc2)c2ccccc2c1=O	101	116	-3	99	16	-2	0.8	91	-6
O=C(CC1SCCNC1=O)Nc1cccc(C(F)(F)F)c1 (stereo not drawn)	96	127	-12	101	42	-2	0.6	80	0[fluorescence artefact?]
CCC(C)(C)n1nnnc1C(c1cc2cc3c(cc2[nH]c1=O)OCO3)N1CCCCC1 (stereo not drawn)	97	82	nt	77	9	nt	0.9	96	7
CCC(C)(C(=O)NC1CCCC1)N(C(=O)CNC(C)=O)c1ccc(C)cc1 (stereo not drawn)	102	132	-26	95	21	3	0.8	101	-4
COc1cc(NC(=O)c2cc3c(=O)n(C)c4ccccc4c3n2C)cc(OC)c1OC	102	330*	16	84	-1	52	1	93	-23
COc1ccccc1NC(=O)c1ccc(-c2ccc(Br)cc2)o1	79	111	7	19*	6	8	0.9	56	-3
CN(CC(=O)N1CC(=O)N(CCc2ccccc2)C(=O)C1)S(=O)(=O)c1cccc2nsnc12	92	78[fluorescence artefact?]	-8	93	3	-1	1	98	6
O=C(CCC(=O)OCC(=O)c1cccc([N+](=O)[O-])c1)Nc1ccccc1Cl	nt	nt	0	nt	-7	-1	1.1	nt	nt
COC(=O)C1=CN(C(C)C)C=C(C(=O)OC)C1c1cc(Br)c(OC)c(OC)c1	97	96	nt	110	nt	nt	nt	95	-5
CCCC(=O)Nc1cccc(NC(=O)c2ccccc2Br)c1	nt	nt	-45	nt	18	-2	0.8	nt	nt
Cc1onc(-c2ccccc2Cl)c1C(=O)Nc1ccc(S(=O)(=O)NCC2CCCO2)cc1 (stereo not drawn)	106	77	9	81	29	5	0.7	104	-5
Cc1onc(-c2ccccc2)c1C(=O)Nc1cccc(C#N)c1	89	132	-5	82	55*	4	0.4	93	-2
CC(=O)Nc1cccc(NC(=O)CSc2nc(C)c(C)c(C)c2C#N)c1	96	133[fluorescence artefact?]	0	88	67*	1	0.3	90	30[fluorescence artefact?]
O=C(NNC(=O)c1ccccc1Br)c1ccc(Cl)cc1	nt	nt	-8	nt	16	0	0.8	nt	nt
COc1cc(/C=C2\OC(=O)c3c(OC)cccc32)ccc1O	nt	nt	-38	nt	97*	9	0	nt	nt
Cc1ccc(/C=c2\sc3nc(-c4ccccc4Br)nn3c2=O)o1	104	60[fluorescence artefact?]	-40	91	7	99	0.9	103	85*[fluorescence artefact?]
Cc1cc(OCC(=O)c2ccc(F)cc2)ccc1N1C(=O)CCC1=O	91	84	-8	97	15	-1	0.9	92	23
COc1ccccc1CN1CCSCC1	95	94	4	92	18	-3	0.8	91	-6
Cc1ccccc1NC(=O)Cc1cn(C)c2ccccc12	89	88	1	95	45	-4	0.6	82	-4[fluorescence artefact?]
Cc1ccc(NC(=O)C2C(c3ccccc3)C2(Cl)Cl)c(C)c1 (stereo not drawn)	nt	nt	24	nt	97*	7	0	nt	nt
C=CCNC(=O)C(C#N)c1nc2ccccc2nc1N1CCCCCC1 (stereo not drawn)	92	106[fluorescence artefact?]	10	61	0	-3	1	90	13[fluorescence artefact?]
CC(C)(/C=N/O)/[N+]([O-])=C/c1ccccc1C(F)(F)F	nt	nt	10	nt	14	-2	0.9	nt	nt
CC(=O)Nc1cccc2c1OCCO2	91	114	2	94	0	0	1	91	-6
CC1(C)N=C(/C=N/O)CN1O	98	116	-2	88	-14	0	1.1	108	-9
NC(=O)c1nn(-c2ccccc2)c(=O)cc1O	nt	nt	6	nt	-8	7	1.1	nt	nt
CCCCCCNc1nc(NCc2ccco2)nc(OCC)n1	90	77[fluorescence artefact?]	23	62	71*	-2	0.3	82	20
O=C(CN(Cc1ccc2c(c1)OCO2)C(=O)CNC(=O)c1ccco1)NC1CCCCC1	97	117	4	104	61*	3	0.4	95	0
O=C1CC(c2c[nH]c3ccccc23)C(=O)N1 (stereo not drawn)	90	131	-10	105	-10	-1	1.1	106	6
CCN=C(NCC)SC1CC(=O)N(c2ccc(OC)cc2)C1=O (stereo not drawn)	99	123	10	98	70*	0	0.3	92	-7
